HCT116 PTEN-null: growth suppression of PTEN-null HCT116, primary screen, cell-based, CellTiter-Glo | HCT116 PTEN-null viability, 60 h; active compounds read low | viability, % at 10 µM | 140,000 compounds, 1.2% hits | AID 827, 2007;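 active = viability at or below a set limit, 4 SD under the median of all tested compounds, cut at about 3.7% in these data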;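 note: PTEN knockout HCT116 line with beta catenin targeted HCT116 as companion control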
MRP-1 activ: H69AR viability gain despite doxorubicin, primary screen, MRP-1 activator project, H69AR cells, CellTiter-Glo | viability rescue | AID 799, 2007 | viability increase, % at 10 µM | 140,000 compounds, 0.61% hits;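 active = viability gain under doxorubicin at or above a set limit, the compound median plus 3 SD, cut at about 4.7% in these data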;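 note: MRP-1 overexpressing cells given doxorubicin 25 µM after compound pretreatment; 18-22 h compound pretreatment then 72 h with doxorubicin before readout; 0% = doxorubicin-only wells and 100% = vehicle-treated cells without doxorubicin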
Measles CPE: compounds protecting cells from measles virus cytopathic effect, primary screen, measles RdRp inhibitor project, single point, MLSMR library, absorbance; protection (pct of control), % at 4 µM; AID 841, 2007; Measles virus-infected cells, CPE protection; 140,000 compounds, 1.5% hits; in the data active = protection mostly above about 24%, no sharp cut-off; inactive = mostly below about 26%; note: some compounds called inactive have numbers as strong as hits
Yeast lifespan up: compounds extending yeast replicative lifespan, primary screen, S. cerevisiae, OD615; S. cerevisiae growth with nicotinamide; deaD strain in restrictive glucose medium; AID 775, 2007; inhibition of the nicotinamide effect, % at 10 µM; 130,000 compounds, 0.68% hits;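 active = inhibition above a set limit, placed 3 SD over the median of all compounds, cut at about 26% in these data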;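 note: 0% = nicotinamide-treated wells and 100% = cells grown without nicotinamide; some compounds called inactive have numbers as strong as hits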
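System: DeaD-strain S. cerevisiae / Buffer or medium: CSMM-D, restrictive glucose (dextrose) synthetic minimal medium / Probe or stimulus: nicotinamide, 1.5 mM, co-present with compound / Compound: one concentration, 10 µM, DMSO 0.25% / Incubation: 48 h compound exposure at 30 °C, humidified / Technique: optical density (absorbance) at 615 nm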
Yeast growth inh: growth inhibitors of yeast BB579 in restrictive medium, primary screen, yeast lifespan-shortening project, S. cerevisiae; OD615, 48 h; inhibition, % at 10 µM; 140,000 compounds, 0.51% hits; AID 804, 2007;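 active = inhibition above a set limit, 3 SD over the mean compound inhibition, cut at about 44% in these data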; note: inactives centre near -24
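System: Saccharomyces cerevisiae DeaD strain BB579, replicative lifespan model yeast. Buffer or medium: restrictive glucose-based CSMM-D medium. Doses: one dose, 10 µM compound with 0.25% DMSO. Timing: 4 h preincubation and 48 h exposure at 30 °C. Detection: turbidity as optical density at 615 nm. Benchmarks: amphotericin B 10 µg/mL, positive.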
GALR2 blocker: GALR2 antagonists in receptor-expressing cells, primary screen; 140,000 compounds, 0.39% hits; Galanin receptor type 2 (Homo sapiens), O43603; inhibition, % at 4 µM; antagonist mode; in the data active = inhibition above about 27%;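 note: cells stimulated with galanin 1-16 at roughly its EC80; 0% = agonist challenge control and 100% = basal control without agonist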
Target sequence (O43603 whole entry, looked up): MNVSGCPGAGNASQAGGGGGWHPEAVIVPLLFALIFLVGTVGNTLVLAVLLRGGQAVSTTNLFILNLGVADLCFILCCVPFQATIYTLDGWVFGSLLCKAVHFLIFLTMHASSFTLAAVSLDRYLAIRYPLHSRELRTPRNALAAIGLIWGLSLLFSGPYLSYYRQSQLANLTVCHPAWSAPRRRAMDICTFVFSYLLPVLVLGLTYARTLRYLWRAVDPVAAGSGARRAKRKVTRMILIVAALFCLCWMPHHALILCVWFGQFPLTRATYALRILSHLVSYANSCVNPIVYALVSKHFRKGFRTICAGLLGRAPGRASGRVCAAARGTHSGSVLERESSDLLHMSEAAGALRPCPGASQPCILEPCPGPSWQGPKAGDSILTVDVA
E-sel TNF inh: E-selectin induction blockers in HUVEC – imaging, immunofluorescence, high content, primary screen; inhibition, % at 2 µM; 120,000 compounds, 0.71% hits; HUVEC TNFa-induced E-selectin immunofluorescence;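 active = inhibition above the batch mean plus 3 SD, and confirmed as a hit on visual image review, cut at about 43% in these data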;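 note: 0% = TNF-stimulated DMSO wells and 100% = unstimulated control wells; not every result past the cut was called active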
Phagocytosis inh: inhibitors of macrophage phagocytosis, primary screen, imaging, J774A.1 cells, IgG beads; J774A.1 macrophage IgG-bead phagocytosis; inhibition, % at 5 µM; 110,000 compounds, 0.07% hits; AID 1029, 2008;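 active = inhibition above the mean of the plate negative controls plus 5 SD, cut at about 13% in these data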;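 note: phagocytic index as fraction of beads internalized from green versus red external bead signal; plate controls were DMSO negative control for no effect and cytochalasin-D positive control for full effect; some results beyond the cut were filed as inactive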
NPY Y2 blocker: NPY-Y2 receptor antagonists, primary screen, cell-based; Neuropeptide Y receptor type 2 (Homo sapiens), P49146; NPY-Y2 expressing cells, antagonist mode; inhibition, % at 2.7 µM; 140,000 compounds, 0.99% hits; AID 793, 2007; in the data active = inhibition above about 17%;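 note: 0% = vehicle with agonist challenge and 100% = reference antagonist with challenge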
Target sequence (P49146 whole entry, looked up): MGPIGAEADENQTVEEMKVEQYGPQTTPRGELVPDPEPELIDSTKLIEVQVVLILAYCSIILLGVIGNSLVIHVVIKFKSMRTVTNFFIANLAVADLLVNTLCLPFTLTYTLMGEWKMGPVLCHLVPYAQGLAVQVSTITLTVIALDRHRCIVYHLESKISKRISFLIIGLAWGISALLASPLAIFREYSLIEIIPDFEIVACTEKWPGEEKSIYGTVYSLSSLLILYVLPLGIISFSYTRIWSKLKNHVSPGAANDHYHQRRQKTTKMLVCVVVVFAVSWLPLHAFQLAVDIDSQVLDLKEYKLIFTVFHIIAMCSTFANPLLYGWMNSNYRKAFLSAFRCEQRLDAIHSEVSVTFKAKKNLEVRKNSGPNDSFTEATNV
HCT116 bCat-KO: primary screen for growth suppressors in beta-catenin knockout HCT116 cells (colon tumor, human); HCT116 beta-catenin knockout viability, CellTiter-Glo, 60 h; active compounds read low; viability, % at 10 µM; 140,000 compounds, 1.5% hits;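 active = viability at or under a set limit, the compound median less 4 SD, cut at about 6% in these data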;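 note: 0% = Hyamine 1622 control at 20 µM and 100% = untreated cell control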
An asterisk follows results filed as active; . = no result given.

SMILES	HCT116 PTEN-null	MRP-1 activ	Measles CPE	Yeast lifespan up	Yeast growth inh	GALR2 blocker	E-sel TNF inh	Phagocytosis inh	NPY Y2 blocker	HCT116 bCat-KO
CCCn1nc2cc(C(=O)NC3CCc4ccccc43)ccc2c1OCC (stereo not given)	100	-0.6	13	-9	-73	11	.	-1	2	96
O=C(Nc1nc(-c2ccc(Cl)s2)cs1)c1cccs1	47	-3.9	12	-5	-26	5	33	0	5	57
CCOC(=O)C(N)CSC1CC(=O)N(c2ccc(C(=O)OC)cc2)C1=O (stereo not given)	105	1.0	29	-2	-15	6	-13	4	1	94
CCC(C)NC(=O)NC(=O)N(C1CCCCC1)S(C)(=O)=O (stereo not given)	103	0.1	12	-12	-48	10	-1	.	2	103
Cc1ccc(C(=O)NCC(=O)OCc2csc(-c3ccccc3)n2)cc1	89	-2.1	17	-7	-22	1	31	.	-1	91
Nc1nc(SCC(=O)N2CCc3ccccc3C2)[nH]c(=O)c1-c1ccccc1	94	-0.1	1	-13	-19	-1	-35	3	0	97
CCOC(=O)N1CCC(N2CC34C=CC(O3)C(C(=O)Nc3ccc(C(C)C)cc3)C4C2=O)CC1 (stereo not given)	88	-1.4	15	-6	-1	-6	.	0	0	82
CCC1(C)OC(=O)N2CCc3c(C)[nH]c4c(C)ccc(c34)C21C (stereo not given)	74	-2.7	15	-5	-29	-4	.	0	4	86
COc1ccc(NS(=O)(=O)c2cccc(-c3nnc(-c4ccccc4)o3)c2)cc1	91	1.0	6	.	-13	4	-6	.	8	97
CS(=O)(=O)N(CC(=O)Nc1ccccc1C(=O)N1CCOCC1)c1ccccc1	98	0.7	16	.	-46	-1	0	.	1	92
Cc1cc(S(=O)(=O)NCc2ccco2)c(C)s1	93	-3.0	2	-20	-29	-1	13	.	4	86
CCOC(=O)N1CCN(C(=O)CCCn2c(=S)[nH]c3ccccc3c2=O)CC1	110	-1.0	21	-1	-25	-1	-5	2	0	102
CCCCCCC1CC(CSC(=N)N)OC1=O (stereo not given)	92	3.7	17	-8	-2	-13	-3	-1	6	97
COC(=O)/C=c1/s/c(=C(/C#N)C(=O)N2CCOCC2)n(-c2ccccc2)c1=O	105	1.8	21	8	-18	-8	11	-1	-2	108
COc1ccc(C2C(C#N)=C(N)N(c3sc4c(c3C#N)CCCC4)C3=C2C(=O)CC(C)(C)C3)cc1OC (stereo not given)	84	-1.8	1	-5	-50	6	-3	0	-3	72
CC1CCc2c(C(=O)OCC(=O)Nc3cccc(S(=O)(=O)N4CCCCCC4)c3)csc2C1 (stereo not given)	84	5.1*	6	11	-12	-11	.	-4	-2	82
O=C(Cn1cc([N+](=O)[O-])cn1)Nc1ccc(Cn2cc(Br)cn2)cc1	83	0.1	19	0	-20	-7	-5	-3	-1	87
Fc1ccc(CNc2nc3ccccc3n3cnnc23)cc1	94	-0.9	15	-9	-36	-14	21	0	4	102
O=C(CN(Cc1ccc2c(c1)OCO2)C(=O)CNS(=O)(=O)c1ccccc1)NCC1CCCO1 (stereo not given)	93	1.0	1	-10	-33	-21	.	-1	1	91
NC(=O)c1sc(=S)n(-c2ccc(Br)cc2)c1N	99	-2.7	18	-11	-19	6	14	0	0	98
COc1cccc(-c2nnn(CC(C)=O)n2)c1	94	-1.4	10	.	-36	4	-29	.	-1	90
O=C(Oc1cccnc1)c1ccc(Cl)cc1	105	-1.2	5	-9	-1	0	.	-1	1	97
COc1ccccc1NC(=O)c1c(Nc2ccccc2C)sc(C(=O)Nc2cccc(Cl)c2)c1N	16	-4.6	-1	6	-27	-8	.	-15	-2	9
O=C(COC(=O)CNC(=O)c1ccccc1)Nc1cccc(Br)c1	94	1.2	22	-2	-6	-7	-33	-1	-1	103
O=[N+]([O-])c1ccc(Sc2nc3ccccc3o2)c([N+](=O)[O-])c1	1.4*	-4.5	27	-11	99*	-1	38	0	2	1.9*
Nc1nc(CC(=O)CSc2ccc(Cl)cc2)nc(Nc2ccc(F)cc2)n1	33	-6.0	10	1	-22	5	.	-3	4	51
CCOc1cc(S(=O)(=O)NCCc2ccccc2C)c(OCC)cc1-n1cnnn1	72	-2.8	23	-6	-52	0	27	0	3	94
COC(=O)C(C)N(C#N)c1nc(NC(C)C)nc(SC)n1 (stereo not given)	86	-2.7	30	-12	-26	2	-8	-1	2	81
C/C(CC(=O)Nc1ccccn1)=N\NC(=O)Cc1cccc2ccccc12	98	-0.8	13	4	23	-2	-53	0	3	99
CCOc1ccc(CCNC(=O)CN(C)S(=O)(=O)c2ccc3c(c2)CCC(=O)N3)cc1OCC	91	-3.5	3	-11	6	5	.	-2	0	82
c1ccc(-n2nnnc2SCc2cccc(CSc3nnnn3-c3ccccc3)n2)cc1	93	-0.2	22	.	-40	11	18	.	5	95
Cc1ccc2c(Cl)c(C(=O)Nc3cccnc3)sc2c1	61	-3.8	15	-3	-13	4	.	10	4	63
CCN(CC)C(=O)C1CCCN(c2ncnc3c2cnn3-c2cccc(C)c2)C1 (stereo not given)	75	-0.6	13	-6	-41	4	-30	0	3	73
CCc1nnc(NC(=O)c2ccc(COc3ccc(C)cc3)o2)s1	92	6.2*	3	-4	-39	-2	-8	0	8	86
CC1CCCN(CCOCCOc2ccc(Br)cc2Cl)C1 (stereo not given)	54	-3.5	23	-7	-2	-7	.	3	13	54
COc1cccc(/C=N\NC(=O)c2cc(OCC(F)(F)F)ccc2OCC(F)(F)F)c1	108	0.2	15	-17	-50	-5	.	.	4	109
CCOc1ccc2[nH]c(=O)c(C(c3nnnn3Cc3ccco3)N3CCC(C)CC3)cc2c1 (stereo not given)	68	-4.2	6	-6	-33	11	.	-1	2	66
Cc1cccc(Cn2c(Sc3nc(C)cs3)nc3c2c(=O)[nH]c(=O)n3C)c1	90	-3.7	7	-1	-45	-3	.	-2	2	99
O=C(NC(Nc1nc2ccccc2s1)(C(F)(F)F)C(F)(F)F)c1ccccc1	92	-1.9	7	-17	-22	-9	-2	0	2	87
O=C(Nc1ccccc1)C12CC3CC(C1)CC(n1cnc([N+](=O)[O-])n1)(C3)C2	85	-3.4	14	-7	-3	7	-50	.	-2	85
Cc1cc(Nc2nc3ccccc3[nH]c2=O)n(-c2ccccc2)n1	35	-1.0	11	-10	-87	3	22	0	0	27
NC(=O)c1ccsc1NC(=O)COC(=O)COc1ccccc1F	85	-1.5	22	-2	-15	-7	.	-8	2	85
CC(C)C(=O)c1cn(CC(=O)N2CCCc3ccccc32)c2ccccc12	86	-1.7	13	-3	-11	0	16	0	5	87
Cc1ccc(P(=O)(CSC(=N)N)c2ccc(C)cc2)cc1	7	-6.0	5	0	-15	1	.	-3	0	20
CCN(CC)c1ccc(C2C3CCCCC3(O)CCN2CC(=O)N2CCCCC2)cc1 (stereo not given)	71	-1.8	8	-16	-40	4	-80	0	8	74
CCOC(=O)C1=C(O)/C(=C/c2ccc(OCC(=O)O)c(OCC)c2)SC1=Nc1ccc(OC)cc1	109	-2.5	6	6	-34	2	2	-5	4	101
CCOc1ccccc1OCCCC(=O)N1CCN(S(=O)(=O)c2ccc(C)cc2)CC1	75	-0.9	5	-5	-77	-2	-34	-1	2	74
Cc1ccc(NC(=O)CS(=O)CC(=O)NC(C)CCc2ccco2)cc1Cl (stereo not given)	94	-1.0	8	-3	-47	-12	.	-1	2	100
O=CN1CCc2scc[n+]2-c2ccccc21	99	-3.5	10	.	3	11	-4	.	0	95
O=C(CN1CCCCC1)N/N=C/c1ccccc1OCc1ccccc1	57	-3.6	7	16	-17	5	-4	-1	8	36
Cc1cc(Br)ccc1OCC(=O)N1CCCCCC1	93	-2.8	28	-6	-7	-8	-17	1	8	99
COc1ccc(OC)c(-c2cc(C(=O)N3CCCc4ccccc43)no2)c1	80	-1.1	7	-2	-41	-16	.	0	17*	90
CCc1cc(C)c(O)c(CC)n1	102	1.9	21	-5	-30	-1	2	0	1	96
COC(=O)c1[nH]c2cc(C)ccc2c1NC(=O)CN1CCN(c2ccccc2OC)CC1	50	-5.0	7	-22	-30	0	-14	-1	-1	65
O=C(COC(=O)C1CCN(S(=O)(=O)c2ccc3c(c2)OCCO3)CC1)Nc1ccccc1OC(F)F	96	0.7	32	-6	-1	7	57	-6	3	97
Cc1ccc(C(=O)NC(=S)Nc2ccc3[nH]c(=O)[nH]c3c2)cc1C	92	-2.7	10	0	-42	-7	.	-8	2	105
CC(=Nc1ccccc1)c1sc2ccccc2c1O	78	-4.0	3	-9	-29	22	-14	-1	-1	74
CCn1c(SCC(=O)Nc2nonc2C)nnc1-c1ccoc1C	104	-0.6	9	-6	-35	0	-19	-1	3	117
CCOc1ccccc1OCCCC(=O)OCC(=O)Nc1cccc(Cl)c1	100	1.5	35	-6	-19	-3	1	.	8	97
CC1(C)SC2c3ccccc3C(=O)N2[C@@H]1C(=O)NCCCN1CCOCC1 (stereo not given in full)	95	-0.1	21	-13	-74	3	.	1	3	102
Going on with the list:
SMILES	HCT116 PTEN-null	MRP-1 activ	Measles CPE	Yeast lifespan up	Yeast growth inh	GALR2 blocker	E-sel TNF inh	Phagocytosis inh	NPY Y2 blocker	HCT116 bCat-KO
O=[N+]([O-])c1ccc(N2CCN(CCO)CC2)cc1Sc1nc2ccccc2[nH]1	64	-5.0	9	-7	-5	-5	6	.	1	53
CC1=NC(Nc2nc(C)c3ccccc3n2)=NC(C)(C)C1	109	-2.1	13	-8	-53	-14	-10	-1	9	107
Cc1ccc(NC(=S)NCCc2c[nH]c3ccccc23)cc1	68	-3.3	11	-7	22	5	-25	.	2	68
O=C(CSc1ccc(Br)cc1)Nc1ccccc1Oc1ccccc1	92	-1.3	4	2	-16	-5	13	.	8	93
Cc1ccc(NC(=O)COC(=O)C(NS(=O)(=O)c2ccc(Cl)cc2)C(C)O)c(Br)c1 (stereo not given)	97	0.6	3	-2	-30	13	.	-2	3	98
COc1ccc(CCNC(=O)Cn2cnc3ccccc3c2=O)cc1OC	93	-2.0	4	3	-12	4	.	-9	3	89
O=C(COC(=O)CNS(=O)(=O)c1ccc2ccccc2c1)Nc1ccccc1Sc1ccccc1	84	-1.9	14	0	-31	-4	.	-10	6	80
CC(=O)c1ccc(NC(=O)Nc2ccc3c(c2)N(C)C(=O)CS3)cc1	38	-3.9	14	-3	-8	1	.	0	-6	52

High-throughput results from PubChem.
